Assay outcomes as filed in PubChem BioAssay.
mIAP act = mouse IAP activation. muIAP, CDP-Star luminescence, 30 min; hits give high values; 1 = vehicle-only enzyme signal, 0 = enzyme-free wells. activation factor at 10 µM. 0.24% of 330,000 active;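 active = activation factor of at least 2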; note: the source names both 10 and 20 µM as test concentration; values of inactives mirror those of a sister screen read the other way
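Assay system: mouse IAP enzyme; Reagent: CDP-Star chemiluminescent phosphatase substrate; Compound: DMSO-dissolved test compounds; Incubation: 30 min, room temperature; Technique: luminescence from enzymatic CDP-Star hydrolysis; Controls: DMSO-only wells and no-enzyme negative control.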
mIAP block = blocks mouse intestinal alkaline phosphatase; purified mouse IAP, CDP-Star luminescence, 30 min; inhibition, % at 10 µM; 0.2% of 330,000 active;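 active = inhibition of at least 40% at 10 µM in the primary screen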;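 note: plate controls were DMSO with enzyme for no effect and no enzyme wells for full effect; values of inactives mirror those of a sister screen read the other way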
TIM10 inh = TIM10 yeast growth inhibition; S. cerevisiae TIM10 strain growth, BacTiter-Glo luminescence, 24 h; inhibition, % at 10 µM; 1.4% of 330,000 active;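 active = inhibition of 40% or more at the single tested concentration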;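 note: wild-type TIM10 isogenic control strain grown at permissive 25 °C; 0% = DMSO yeast wells and 100% = minimal medium wells without yeast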
tim10-1 inh = tim10-1 yeast growth inhibition | S. cerevisiae tim10-1 ts strain growth, BacTiter-Glo, 24 h | inhibition, % at 20 µM | 2.2% of 330,000 active | AID 463190;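 active = inhibition of at least 40%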;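 note: mutant grown at 25 °C; 0% = DMSO wells with yeast and 100% = wells holding no yeast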
ATG4B inhibitor = blocks human ATG4B protease cleavage of LC3 substrate; Q9Y4P1; ATG4B cleavage of LC3-PLA2, NBD-HPC fluorescence, 1 h; inhibition, % at 8.33 µM; 0.51% of 340,000 active; in the data active = inhibition above about 40%
Target sequence (Q9Y4P1 whole entry, looked up): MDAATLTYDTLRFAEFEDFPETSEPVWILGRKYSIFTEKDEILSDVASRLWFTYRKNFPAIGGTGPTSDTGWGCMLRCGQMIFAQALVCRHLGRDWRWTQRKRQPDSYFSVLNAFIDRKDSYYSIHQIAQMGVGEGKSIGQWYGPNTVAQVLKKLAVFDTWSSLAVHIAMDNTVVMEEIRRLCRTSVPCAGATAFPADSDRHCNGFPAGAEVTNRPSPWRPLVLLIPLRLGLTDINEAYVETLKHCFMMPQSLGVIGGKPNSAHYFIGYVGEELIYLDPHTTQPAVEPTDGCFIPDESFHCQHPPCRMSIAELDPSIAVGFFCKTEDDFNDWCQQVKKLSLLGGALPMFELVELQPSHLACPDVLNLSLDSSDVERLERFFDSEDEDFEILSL
NLRP3 yeast inh = NALP3 inhibition in yeast | Yeast reconstituted NLRP3/ASC/caspase-1, beta-gal luminescence, 24 h | AID 2825 | inhibition, % at 10 µM | 0.39% of 330,000 active;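 active = inhibition of 50% or more; inactive = inhibition below 50%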;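 note: plate controls were induced DMSO wells for no effect and uninduced yeast grown without galactose for full effect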
Apaf1 inhib = human Apaf-1 inhibition; O14727; inhibition, % at 20 µM; 0.71% of 330,000 active; reconstituted apoptosome caspase-3 activity, DEVD-Rh110 fluorescence; active = inhibition of at least 40% at 20 µM;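 note: plate controls were DMSO wells for no effect and DEVD-CHO caspase inhibitor wells for full effect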
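Material: reconstituted apoptosome with Apaf-1, cytochrome c, caspase-9, procaspase-3, dATP / Buffer or medium: pH 7.5 Hepes buffer with CHAPS, BSA, DTT / Also added: cytochrome c with DEVD-Rh110 / Schedule: compound with Apaf-1, dATP, procaspase-3 30 min, then 50 min reaction, room temperature / Technique: rhodamine 110 fluorescence at Ex 480/Em 540 nm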
hIAP activ = human IAP activation; purified human IAP, CDP-Star luminescence, 30 min; hits give high values; 1 = vehicle-only enzyme, 0 = enzyme-free background; activation factor at 10 µM; 0.16% of 330,000 active; AID 2524;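 active = activation factor of the enzyme at least 2-fold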; note: the source names both 10 and 20 µM as test concentration; values of inactives mirror those of a sister screen read the other way
Target sequence (P09923 whole entry, looked up): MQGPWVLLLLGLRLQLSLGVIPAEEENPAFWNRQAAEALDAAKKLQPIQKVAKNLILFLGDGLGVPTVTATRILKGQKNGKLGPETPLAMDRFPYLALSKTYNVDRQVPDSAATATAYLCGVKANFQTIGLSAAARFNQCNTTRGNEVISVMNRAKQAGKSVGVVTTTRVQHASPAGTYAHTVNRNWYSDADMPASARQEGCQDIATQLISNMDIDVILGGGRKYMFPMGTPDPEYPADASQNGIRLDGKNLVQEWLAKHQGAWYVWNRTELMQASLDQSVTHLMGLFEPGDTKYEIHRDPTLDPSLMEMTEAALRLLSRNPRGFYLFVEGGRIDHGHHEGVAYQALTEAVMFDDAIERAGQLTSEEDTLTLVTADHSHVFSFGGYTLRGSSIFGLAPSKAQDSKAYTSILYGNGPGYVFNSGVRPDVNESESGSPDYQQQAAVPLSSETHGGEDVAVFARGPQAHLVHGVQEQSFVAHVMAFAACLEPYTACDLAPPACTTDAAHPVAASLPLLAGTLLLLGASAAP
hIAP inh = blocks human intestinal alkaline phosphatase; P09923; purified IAP, CDP-Star luminescence, 30 min; inhibition, % at 10 µM; 0.12% of 330,000 active; AID 2544;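 active = inhibition reaching a set limit with compound at 10 µM in the primary screen, cut at about 35% in these data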;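 note: plate controls were DMSO wells with enzyme for no effect and no-enzyme buffer wells for full effect; values of inactives mirror those of a sister screen read the other way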
Starred values were filed as active, the others as inactive.

SMILES	mIAP act	mIAP block	TIM10 inh	tim10-1 inh	ATG4B inhibitor	NLRP3 yeast inh	Apaf1 inhib	hIAP activ	hIAP inh
O=C(C1CCC(=O)N1Cc1cccnc1)N1CCN(c2ccc(F)cc2)CC1 (centres undefined)	1.08	-7.8	2.0	-9.9	-1.0	2.5	0.1	0.902	9.8
COC(=O)[C@H](CCSC)NC(=O)NCCc1ccccc1F	1.07	-7.1	2.9	9.4	-2.7	1.3	-8.4	0.971	2.9
CC(=O)Nc1sc2c(c1-c1nc3ccccc3s1)CN(C(C)C)CC2	1.18	-18.0	64.6*	12.3	-21.8	4.8	16.5	1.15	-14.8
O=C(Nn1cnnc1)c1ccc(F)c(S(=O)(=O)N2CCCCC2)c1	1	-0.2	-8.7	-8.9	-2.1	-0.5	-4.5	1.09	-8.8
O=C(Nn1cnnc1)c1ccccc1F	1.12	-11.6	-3.1	2.5	0.5	21.8	0.1	1.2	-20.2
NC(=O)COC(=O)/C=C/c1ccc2ccccc2n1	1.02	-1.8	4.5	21.9	-0.3	5.6	-0.4	1.16	-15.8
CCOC(=O)c1ccc(NC(=O)N2CCCCC2)cc1	1.01	-1.1	13.4	14.8	-1.0	19.3	1.6	0.864	13.6
CCCCC1N2CC3([N+](=O)[O-])CN1CC([N+](=O)[O-])(C2)C3(C)C (centres undefined)	0.939	6.1	18.1	6.9	6.8	14.3	-7.8	0.993	0.7
CCC(CC)c1nnc(NC(=O)CCc2ccccc2OC)s1	0.942	5.8	6.3	-4.9	-1.7	28.5	7.3	1.03	-3.0
COC(=O)c1ccc(Oc2cc(C)nc(NCc3ccccc3)n2)cc1	0.941	5.9	6.0	18.2	-1.3	8.6	0.9	0.853	14.7
Cc1[nH]c(C)c(S(=O)(=O)NCCc2ccccc2)c1C(=O)N1CCCCC1	1.11	-11.2	2.2	-0.1	-6.8	6.0	-3.4	1.24	-24.3
Cc1ccc(OCCNC(=O)c2ccccc2OCc2c(C)noc2C)cc1	0.994	0.6	-2.4	10.5	-5.2	13.4	14.2	1.1	-10.1
O=C(C1=C(O)C(=O)N(Cc2cccnc2)C1c1cccc(Oc2ccccc2)c1)c1ccco1 (centres undefined)	0.919	8.1	-0.4	7.7	-1.1	3.2	-11.9	0.892	10.8
COC(=O)c1c(C)nc2nonc2c1N	1.09	-8.7	-13.7	-8.3	-1.3	-0.1	9.5	0.982	1.8
CCN(CC(=O)Nc1ccc(OC)cc1)C(=O)Cc1coc2cc(C)c(C)cc12	1.04	-4.3	-1.6	28.5	-13.9	4.7	16.1	0.884	11.6
CC(=O)Nc1cccc(/C(C)=N/NC(=O)c2cccc(S(=O)(=O)N3CCOCC3)c2)c1	0.953	4.7	-3.9	7.6	5.0	4.0	-8.4	1.04	-3.7
CCCCCNC(=O)c1ccc2c(=O)n(CC3CCCO3)c(=S)[nH]c2c1 (centres undefined)	0.976	2.4	5.3	-0.9	1.9	8.8	7.7	0.945	5.5
COC(=O)C(C)Oc1ccc2cc(-c3ccccc3)c(=O)oc2c1 (centres undefined)	1.02	-1.8	-26.6	9.1	-2.9	30.6	8.3	1.12	-12.3
Cc1cc(=O)oc(C)c1C(=O)NCCc1ccc(F)cc1	1	0.0	3.4	3.2	-1.9	3.4	0.8	0.803	19.7
CC(=O)Nc1cccc(Oc2ncccc2[N+](=O)[O-])c1	1.01	-0.8	23.8	10.9	-0.9	6.6	3.2	0.857	14.3
Cn1cc([N+](=O)[O-])c(C(=O)Nc2ccc(-c3nc4ccccc4[nH]3)cc2)n1	0.938	6.2	12.6	5.0	-3.8	-0.1	4.2	0.94	6.0
Cc1cccc(C(=O)NCCNC(=O)c2ccco2)c1	0.888	11.2	7.9	-19.7	-8.6	2.6	1.9	0.915	8.5
O=C(CN1C(=O)C(=O)c2ccccc21)c1ccccc1	1.04	-4.3	16.6	6.8	2.8	2.3	1.8	1.02	-1.8
CCOC(=O)c1sc(NC(=O)CSc2nnc(-c3ccco3)n2CC)c(C(=O)OCC)c1C	0.956	4.4	-5.9	2.0	17.0	6.6	18.3	0.858	14.2
COc1cccc(CN2C(=O)C(C)N(C(=O)c3ccccc3)c3ccccc32)c1 (centres undefined)	0.973	2.7	34.2	19.8	0.7	32.1	14.0	0.967	3.3

Full records from above. Screens in order: mIAP act, mIAP block, TIM10 inh, tim10-1 inh, ATG4B inhibitor, NLRP3 yeast inh, Apaf1 inhib, hIAP activ, hIAP inh
Listed for `CC(=O)Nc1cccc(Oc2ncccc2[N+](=O)[O-])c1` = 1.01, -0.8, 23.8, 10.9, -0.9, 6.6, 3.2, 0.857, 14.3
Listed for `O=C(C1=C(O)C(=O)N(Cc2cccnc2)C1c1cccc(Oc2ccccc2)c1)c1ccco1` (centres undefined) = 0.919, 8.1, -0.4, 7.7, -1.1, 3.2, -11.9, 0.892, 10.8
Listed for `COC(=O)c1ccc(Oc2cc(C)nc(NCc3ccccc3)n2)cc1` = 0.941, 5.9, 6.0, 18.2, -1.3, 8.6, 0.9, 0.853, 14.7

The main list resumes; the 7 compounds before the break are reprinted first.
SMILES	mIAP act	mIAP block	TIM10 inh	tim10-1 inh	ATG4B inhibitor	NLRP3 yeast inh	Apaf1 inhib	hIAP activ	hIAP inh
Cc1cc(=O)oc(C)c1C(=O)NCCc1ccc(F)cc1	1	0.0	3.4	3.2	-1.9	3.4	0.8	0.803	19.7
CC(=O)Nc1cccc(Oc2ncccc2[N+](=O)[O-])c1	1.01	-0.8	23.8	10.9	-0.9	6.6	3.2	0.857	14.3
Cn1cc([N+](=O)[O-])c(C(=O)Nc2ccc(-c3nc4ccccc4[nH]3)cc2)n1	0.938	6.2	12.6	5.0	-3.8	-0.1	4.2	0.94	6.0
Cc1cccc(C(=O)NCCNC(=O)c2ccco2)c1	0.888	11.2	7.9	-19.7	-8.6	2.6	1.9	0.915	8.5
O=C(CN1C(=O)C(=O)c2ccccc21)c1ccccc1	1.04	-4.3	16.6	6.8	2.8	2.3	1.8	1.02	-1.8
CCOC(=O)c1sc(NC(=O)CSc2nnc(-c3ccco3)n2CC)c(C(=O)OCC)c1C	0.956	4.4	-5.9	2.0	17.0	6.6	18.3	0.858	14.2
COc1cccc(CN2C(=O)C(C)N(C(=O)c3ccccc3)c3ccccc32)c1 (centres undefined)	0.973	2.7	34.2	19.8	0.7	32.1	14.0	0.967	3.3
O=C(O)Cc1ccc(O)c(O)c1	0.402	59.8*	10.1	20.0	-3.2	6.6	1.3	0.854	14.6
CCOc1ccc2oc(C(=O)O)c(C)c2c1	1.01	-1.5	-12.8	-2.8	-2.1	16.9	-32.4	0.889	11.1
CCCCCCCCSc1nnc(/N=C/N(C)C)s1	0.948	5.2	6.7	24.8	3.2	34.7	-8.7	0.909	9.1
CCOC(=O)C1=C(Cn2cnc3ccccc32)NC(=O)NC1c1ccc(OC)cc1 (centres undefined)	0.927	7.3	7.4	9.8	-2.9	14.6	2.4	0.867	13.3
CN(CC(=O)Nc1ccc2c(c1)OCCO2)S(=O)(=O)c1cccc2cccnc12	1.04	-3.7	9.0	-7.2	-11.4	-14.9	-114.9	1.01	-1.4
CC(CCc1ccccc1)NC(=O)COc1cc(F)ccc1[N+](=O)[O-] (centres undefined)	1	-0.3	2.0	-3.3	-6.3	38.6	9.1	1.04	-3.7
O=C(Nc1ccc2c(c1)OCCO2)c1ccc2ccccc2n1	0.844	15.6	15.7	9.5	-13.1	6.0	7.5	0.803	19.7
CC(NC(N)=O)C(=O)NCC(=O)OCc1ccccc1 (centres undefined)	0.937	6.3	3.6	4.3	-5.9	4.2	-11.2	1.05	-5.1
CC(O)CNCc1ccc(Cl)cc1Cl (centres undefined)	0.923	7.7	9.6	6.8	2.9	4.8	-11.9	0.897	10.3
Cc1[nH]c(=S)[nH]c(=O)c1CCOc1ccccc1	0.689	31.1	3.0	12.0	-0.6	-0.1	-4.2	1.2	-20.3
CSCCC(NC(=O)c1ccc(Cl)cc1Cl)C(=O)OC(C)C(=O)NCc1ccco1 (centres undefined)	1.08	-8.3	7.5	21.6	7.1	28.8	11.4	0.88	12.0
O=C(CSc1nc2ccc([N+](=O)[O-])cc2[nH]1)NC1CCCC1	0.851	14.9	-4.2	3.4	-8.9	8.1	-2.1	0.976	2.4
O=C(Nc1ccccc1)c1nn(-c2cccc(C(F)(F)F)c2)ccc1=O	0.986	1.4	-77.5	-127.4	-3.2	40.5	2.0	1.17	-17.1
CCc1ccc(CN2CCCC(C(=O)Nc3ccc(-c4cscn4)cc3)C2)o1 (centres undefined)	1.12	-11.9	1.9	0.4	0.9	11.0	14.6	1.43	-43.2
CCCCOc1ccc(OC(=O)Nc2cc(Cl)ccc2OC)cc1	0.984	1.6	12.3	12.9	7.6	19.0	2.8	0.967	3.3
CCc1ccccc1OCC(=O)Nc1cc(S(=O)(=O)N2CCOCC2)ccc1N1CCCCC1	1.01	-1.4	16.7	30.7	6.7	9.6	20.5	0.949	5.1
COc1cc(C=O)ccc1OCCCOc1ccc([N+](=O)[O-])cc1	0.965	3.5	3.1	18.0	-10.9	4.9	7.3	0.903	9.7
O=C(CNc1ccccc1)N/N=C/c1ccc([N+](=O)[O-])o1	0.757	24.3	21.7	36.5	-2.9	12.5	0.0	0.802	19.8
O=C(NCCc1ccccc1)c1cc(S(=O)(=O)N2CCOCC2)ccc1F	0.952	4.8	8.1	28.1	-4.3	1.9	1.9	1.02	-2.2
COc1ccc(-n2nnc3c(=O)n(CC(=O)OCc4ccccc4)cnc32)cc1	0.992	0.8	21.7	9.7	-12.2	5.1	9.8	0.903	9.7
Cc1ccc(S(=O)(=O)Nc2nc3ccccc3nc2NCc2ccco2)cc1	0.957	4.3	9.1	23.5	-9.6	-6.4	-4.3	2.12*	-111.6
O=C(NCC1CC1)Nc1cccs1	0.84	16.0	-1.6	20.8	1.5	19.9	2.5	1.23	-23.0
Cc1cc(C(=O)CSc2nc(N)cc(=O)[nH]2)ccc1F	0.855	14.5	1.1	7.4	3.2	22.8	-2.6	1.12	-11.9
Clc1cccc(-c2nnc(SC/C=C/c3ccccc3)n2Cc2ccco2)c1	0.995	0.5	13.2	27.2	54.8*	21.9	14.2	1.11	-11.4
CCN1CCCC1CNC(=O)c1cc(COc2ccc(C)c(C)c2)on1 (centres undefined)	0.961	3.9	3.8	-1.9	-1.8	12.4	5.3	1.28	-27.7
COc1cccc(/C=C/c2n[nH]c(=O)c(C#N)c2C)c1	0.861	13.9	12.7	1.9	-3.8	3.9	8.1	1.02	-2.0
COC(=O)c1sccc1NC(=O)/C=C/c1ccc(Cl)cc1Cl	0.953	4.7	5.7	22.7	5.4	12.5	-1.7	0.925	7.5

Quoted at random: 2 records from the list.
SMILES	mIAP act	mIAP block	TIM10 inh	tim10-1 inh	ATG4B inhibitor	NLRP3 yeast inh	Apaf1 inhib	hIAP activ	hIAP inh
COc1cccc(/C=C/c2n[nH]c(=O)c(C#N)c2C)c1	0.861	13.9	12.7	1.9	-3.8	3.9	8.1	1.02	-2.0
CC(CCc1ccccc1)NC(=O)COc1cc(F)ccc1[N+](=O)[O-] (centres undefined)	1	-0.3	2.0	-3.3	-6.3	38.6	9.1	1.04	-3.7
